HRas wt GTP: modulators of GTP binding to human HRas wildtype. P01112. GST-Ras wt beads, Bodipy-FL-GTP binding, flow cytometry; actives lie on both sides. 190,000 tested, 0.14% active. GTP binding activity, % at 10 µM;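 active means GTP binding activity at least 20% away from the 100% baseline, either lowered as inhibitor or raised as activator; inconclusive means flagged as likely green fluorescent, judged across all proteins in the well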;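 further: 0% = unlabeled GTP competition control and 100% = no-compound control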
Target sequence (P01112 whole entry, looked up): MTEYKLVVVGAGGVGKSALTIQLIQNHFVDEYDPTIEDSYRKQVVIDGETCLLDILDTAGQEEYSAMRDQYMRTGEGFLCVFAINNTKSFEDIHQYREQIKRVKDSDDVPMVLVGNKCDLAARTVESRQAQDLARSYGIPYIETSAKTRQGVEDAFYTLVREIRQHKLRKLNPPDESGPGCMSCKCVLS
Rac1 wt modul: modulators of human Rac1 wildtype GTP binding. P63000. GST-Rac1 beads, fluorescent GTP binding, flow cytometry; actives lie on both sides; 0 = cold GTP competed, 100 = untreated. GTP binding activity (% of control), % at 10 µM. 190,000 tested, 0.27% active;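 active means GTP binding activity at least 20 points away from the 100% control level, either lower or higher; inconclusive means compound flagged as likely green fluorescent, judged across all proteins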
Bim-Bcl-W: inhibitors of Bim-Bcl-W interaction, human; Q92843; 190,000 tested, 0.02% active; inhibition, % at 10 µM; bead-based flow cytometry, Bim peptide-Bcl-W binding; AID 952;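 further: 0% = bound tracer without compound and 100% = peptide blocker; higher means less fluorescent Bim peptide bound to Bcl-W beads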
Target sequence (Q92843 whole entry, looked up): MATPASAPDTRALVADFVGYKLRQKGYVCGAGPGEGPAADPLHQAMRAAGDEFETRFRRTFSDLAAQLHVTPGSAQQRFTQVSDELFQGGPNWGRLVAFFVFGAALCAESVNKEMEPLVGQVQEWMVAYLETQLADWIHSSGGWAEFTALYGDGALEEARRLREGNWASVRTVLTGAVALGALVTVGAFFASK
Rab7 wt GTP bind: modulators of GTP binding to dog Rab7 wildtype GTPase. GST-Rab7 beads, fluorescent GTP binding, flow cytometry; actives lie on both sides; untreated = 100%, excess cold GTP = 0%. GTP binding activity (percent of control), % at 10 µM. 190,000 tested, 0.055% active. AID 758;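 active means fluorescent GTP binding to Rab7 beads changed by at least 20 points from the 100% baseline, either direction, mostly lower; inconclusive means compound itself probably fluorescent, or too few beads counted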;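 further: median green fluorescence of bound Bodipy-FL-GTP per Rab7 bead population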
Bcl-XL Bim block: human Bim-Bcl-XL interaction inhibition; Bim peptide-Bcl-XL binding, bead flow cytometry, fluorescence; 190,000 tested, 0.04% active; inhibition, % at 10 µM; Q07817
Target sequence (Q07817 whole entry, looked up): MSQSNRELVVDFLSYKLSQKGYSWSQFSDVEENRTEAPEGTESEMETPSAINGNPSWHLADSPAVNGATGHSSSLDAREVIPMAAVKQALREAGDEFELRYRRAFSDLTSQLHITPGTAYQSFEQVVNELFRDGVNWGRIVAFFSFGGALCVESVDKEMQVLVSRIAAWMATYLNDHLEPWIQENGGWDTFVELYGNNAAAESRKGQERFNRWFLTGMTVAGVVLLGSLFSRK
Cdc42 wt GTP: modulators (inhibitors or activators) of GTP binding to human Cdc42 wildtype. GST-Cdc42 beads, Bodipy-GTP binding, flow cytometry; actives lie on both sides. percent activity (GTP binding), % at 10 µM. 190,000 tested, 0.2% active. AID 761;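 active means percent activity GTP binding at least 20 points away from the 100% baseline, either down as inhibitor or up as activator; inconclusive means compound flagged as likely green fluorescent from well-wide comparison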;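 further: median bead fluorescence of bound Bodipy-FL-GTP at 100 nM; 0% = excess unlabeled GTP control and 100% = no compound control; below 100% means less GTP binding so inhibitor and above means activator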
Bim-Bcl-B: disrupts Bim peptide binding to human Bcl-B | Q9HD36 | bead-based flow cytometry | inhibition, % at 10 µM | 190,000 tested, 0.073% active | AID 951;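 further: 0% = tracer peptide without compound and 100% = reference inhibitor peptide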
Target sequence (Q9HD36 whole entry, looked up): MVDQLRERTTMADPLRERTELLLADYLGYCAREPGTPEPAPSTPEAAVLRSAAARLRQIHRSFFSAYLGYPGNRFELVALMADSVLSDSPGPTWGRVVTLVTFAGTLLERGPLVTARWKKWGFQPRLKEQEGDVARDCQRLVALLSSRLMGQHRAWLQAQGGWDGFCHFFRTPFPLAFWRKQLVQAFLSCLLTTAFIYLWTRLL
Rac1 mut GTP: alters GTP binding to activated mutant human Rac1; GST-Rac1 activated beads, fluorescent GTP binding, flow cytometry; actives lie on both sides; 100% means binding = to untreated wells; percent activity (GTP binding), % at 10 µM; 190,000 tested, 0.11% active; AID 764;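 active means GTP binding at least 20 percentage points away from the 100% baseline, in either direction, so actives lie on both sides; inconclusive means Compound likely fluorescent itself, or too few beads counted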
Bim-Bcl-2: disrupts Bim peptide binding to human Bcl-2; AID 950; P10415; 190,000 tested, 0.06% active; Bead-based flow cytometry, Bim peptide-Bcl-2 binding; inhibition, % at 10 µM; in the data active means inhibition above about 40%; inconclusive means no clear call, values can overlap the other calls;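 further: 0% = no compound wells with probe peptide and 100% = reference peptide inhibitor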
Rab2A wt mod: changes GTP binding to wildtype dog Rab2A, up or down; P61105; GST-Rab2 wt beads, Bodipy-GTP binding, flow cytometry; GTP binding activity, % at 10 µM; 190,000 tested, 0.19% active; AID 760;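 active means GTP binding activity at least 20 points away from 100%, either lowered or raised; inconclusive means signal likely due to the compound's own green fluorescence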;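 further: 0% = beads with excess unlabeled GTP and 100% = no-compound control corrected for plate trend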
Bim-Bfl-1: inhibitors of Bim-Bfl-1 interaction, human | Q16548 | Bead-based flow cytometry, Bim-Bfl-1 binding inhibition | inhibition, % at 10 µM | 190,000 tested, 0.12% active | AID 1008;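 further: 0% = wells without compound plus tracer and 100% = blocker peptide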
The depositor's hits bear a star; ? = inconclusive. Unless noted, no stated cut-off is given here; in the data, active means inhibition above about 40%.

| structure | HRas wt GTP | Rac1 wt modul | Bim-Bcl-W | Rab7 wt GTP bind | Bcl-XL Bim block | Cdc42 wt GTP | Bim-Bcl-B | Rac1 mut GTP | Bim-Bcl-2 | Rab2A wt mod | Bim-Bfl-1 |
| --- | --- | --- | --- | --- | --- | --- | --- | --- | --- | --- | --- |
| O=C(c1cc(-c2ccncc2)nc2ccc(Br)cc12)N1CCN(c2ccccn2)CC1 | ? | ? | -1 | ? | -20 | ? | -9 | ? | -10 | ? | -14 |
| Cc1csc(NC(=O)CSc2nnc(-c3ccncc3)n2C)n1 | 97 | 98 | -2 | 95 | 5 | 96 | -1 | 97 | 1 | 99 | 4 |
| COc1ccccc1N1CCN(C(=O)c2ccc(S(=O)(=O)N3CCCCCC3)cc2)CC1 | 105 | 103 | -3 | 100 | -2 | 106 | 0 | 100 | -1 | 104 | -1 |
| CC(C)Cc1nnc(NC(=O)CCC(=O)N2CCN(c3ccccn3)CC2)s1 | 98 | 98 | 0 | 97 | 2 | 99 | 1 | 94 | -1 | 100 | 2 |
| Cc1ccc(S(=O)(=O)Cn2nnnc2C(C(C)C)N2CCN(Cc3ccco3)CC2)cc1 (stereo not given) | 101 | 104 | 3 | 103 | -4 | 101 | -10 | 101 | -10 | 100 | -10 |
| CCn1cc(C(=O)OCC(=O)N2C(C)CCCC2C)c(=O)c2ccc(C)nc21 (stereo not given) | 94 | 95 | 0 | 97 | 0 | 92 | -2 | 93 | -2 | 94 | -3 |
| Cc1c(N(CC(=O)O)S(=O)(=O)c2ccccc2)c(=O)n(-c2ccccc2)n1C | 90 | 93 | -2 | 88 | 1 | 93 | 2 | 95 | 0 | 91 | 0 |
| O=C(Nn1c(C2CCCCC2)nc2ccccc2c1=O)c1ccc([N+](=O)[O-])cc1 | 95 | 94 | 0 | 95 | 1 | 92 | 0 | 92 | -1 | 92 | -11 |
| CC1CCCC(C)N1/N=C/c1ccccc1C(=O)O (stereo not given) | 103 | 106 | -2 | 106 | -2 | 103 | -3 | 105 | 0 | 104 | -4 |
| CSc1ccc(CN(C)CC(=O)Nc2cccc(Br)c2)cc1 | 99 | 99 | -4 | 98 | -9 | 100 | -8 | 98 | -9 | 97 | -4 |
| CCSc1nc2ccccc2n1CC(=O)N1CCCCC1 | 102 | 102 | -1 | 106 | -3 | 102 | -3 | 98 | -4 | 105 | -1 |
| Fc1cccc(NC(=S)N2CCCCC2)c1 | 100 | 99 | 0 | 98 | -12 | 100 | -8 | 94 | -11 | 98 | -11 |
| O=C(NNC(=S)Nc1ccccc1)c1cccs1 | 98 | 102 | -12 | 99 | -18 | 103 | -41 | 100 | -16 | 101 | -2 |
| O=C(C1CCN(Cc2ccc(OCc3ccccc3)cc2)CC1)N1CCCC1 | 100 | 106 | 0 | 100 | -4 | 102 | -11 | 102 | -13 | 100 | -16 |
| COc1ccc(-c2nc3c(-c4ccc(F)cc4)cnn3cc2C)cc1F | 93 | 99 | 0 | 96 | -8 | 95 | -3 | 94 | -5 | 94 | -3 |
| CCN(CC)S(=O)(=O)c1ccc(Cl)c(C(=O)NC2CCCC2)c1 | 104 | 108 | -1 | 100 | -6 | 104 | -4 | 103 | 0 | 104 | -25 |
| COc1ccccc1NC(=O)Cn1cnc2c(cnn2-c2ccc(C)c(C)c2)c1=O | 100 | 95 | 0 | 100 | -1 | 100 | -1 | 96 | -5 | 98 | 0 |
| COC(=O)c1ccc(N(C(=O)c2ccco2)C(C(=O)NC2CCCC2)c2ccco2)cc1 (stereo not given) | 99 | 100 | -4 | 99 | -5 | 101 | -6 | 97 | 1 | 98 | 0 |
| CC(=C/c1ccc(C(C)C)cc1)/C=N/NC(=O)Cn1nc(C)cc1C | 98 | 99 | -2 | 98 | -7 | 98 | -5 | 99 | -6 | 101 | -15 |
| CC12C=CC3(O1)C(C(=O)N(c1ccccc1)C3C(=O)NC1CCCC1)C2C(N)=O (stereo not given) | 100 | 101 | -3 | 100 | -6 | 101 | -5 | 96 | -2 | 99 | -4 |
| Cc1cccc(NS(=O)(=O)c2ccc(C3CCCCC3)cc2)c1 | 99 | 101 | 0 | 103 | -3 | 97 | -9 | 95 | -7 | 101 | -17 |
| O=CNCC(=O)NC1CCCCCC1 | 99 | 102 | 11 | 94 | 22 | 99 | 9 | 98 | 15 | 100 | 18 |
| CC1=C(Sc2ccccn2)C(=O)NC(C)(C)C1 | 103 | 107 | -1 | 102 | -4 | 103 | -10 | 101 | -11 | 103 | -9 |
| CC1CCCCC1NC(=O)/C(C#N)=C/c1ccc(F)c(F)c1 (stereo not given) | 100 | 103 | -4 | 103 | -7 | 99 | -7 | 99 | 0 | 99 | -1 |
| O=C1c2ccccc2C(=O)N1CCCCn1c(=O)oc2ccccc21 | 103 | 106 | 1 | 103 | 0 | 102 | -4 | 99 | -3 | 101 | -8 |
| CN(Cc1nc(-c2cccs2)no1)CC(O)c1ccccc1 (stereo not given) | 98 | 101 | -4 | 104 | -5 | 97 | -4 | 95 | -5 | 98 | -8 |
| COc1cccc(CC(C(=O)Nc2cc(C)ccc2C)c2nn[nH]n2)c1OC (stereo not given) | 98 | 101 | -1 | 98 | -2 | 100 | 0 | 98 | -2 | 98 | 0 |
| COC(=O)CCN(C1CCCCC1)S(=O)(=O)c1ccc(S(=O)(=O)N2CCCCC2)cc1 | 97 | 97 | 0 | 95 | -3 | 97 | -8 | 95 | -12 | 94 | -13 |
| Cc1ccc(N(C(=O)c2nsc(Cl)c2Cl)C(C(=O)NC2CCCC2)c2ccc(O)cc2)cc1C (stereo not given) | 99 | 98 | -3 | 99 | -8 | 88 | -6 | 98 | -3 | 99 | -13 |
| CCn1c(SCCOc2ccc(OC)cc2)nnc1C(CO)NC(=O)c1ccc(OC)cc1 (stereo not given) | 101 | 108 | -2 | 101 | -4 | 102 | -8 | 96 | -10 | 102 | -16 |

More entries
Under each structure: HRas wt GTP, Rac1 wt modul, Bim-Bcl-W, Rab7 wt GTP bind, Bcl-XL Bim block, Cdc42 wt GTP, Bim-Bcl-B, Rac1 mut GTP, Bim-Bcl-2, Rab2A wt mod, Bim-Bfl-1
- Cc1nc2ccccc2n2c(O)c(CC(=O)O)cc12
    98, 101, -2, 103, -6, 98, -6, 98, -9, 100, -10
- O=S(=O)(c1ccc(Cl)cc1)N1CCC(N2CCOCC2)CC1
    97, 93, -3, 96, -2, 97, -1, 93, -3, 94, -6
- Cn1cc(SCC(=O)N2CCN(c3ccccc3)CC2)c2ccccc21
    100, 104, 0, 99, -4, 101, -4, 99, -9, 99, -7
- O=C(/C=C\c1cn(-c2ccccc2)nc1-c1cccs1)N1CCOCC1
    103, 106, -7, 99, -10, 100, -8, 103, -3, 104, -15
- COc1ccc(-n2nc([N+](=O)[O-])c(=NCCc3ccc(C)cc3)n2O)cc1
    94, 89, -4, 93, -3, 94, -4, 92, -2, 91, -2
- Cn1c(=O)c2cc(S(=O)(=O)NC(C(=O)N3CCCCCC3)c3ccccc3)ccc2n(C)c1=O (stereo not given)
    101, 102, 3, 99, -3, 99, 0, 101, -3, 98, -7
- COc1ccc2c(c1)nc(NCCO)n2C
    102, 107, -2, 98, -3, 104, -5, 101, 0, 100, -2
- COc1cc(-c2nc3ccccn3c2/N=C/c2ccccc2)ccc1O
    103, 106, -1, 103, -1, 105, -2, 101, -1, 105, 1
- CCCCNC(=O)OC1CCS(=O)(=O)C1 (stereo not given)
    100, 98, 0, 98, -1, 98, 1, 96, -1, 101, -2
- N#CC[n+]1cc(-c2ccc(Cl)cc2)n2c1CCC2
    100, 100, -1, 100, -4, 99, -6, 97, -9, 100, -6
- CCc1ccc(C2CC(c3ccccc3C)n3nc(N)nc3N2)cc1 (stereo not given)
    100, 104, 3, 100, 0, 102, 0, 98, -3, 100, -7
- CCN(CC)S(=O)(=O)c1cc(C(=O)OCC(=O)Nc2cccc(S(=O)(=O)N(C)C)c2)ccc1F
    98, 97, -1, 103, -1, 96, -3, 94, -3, 99, -7
- Cc1ccc(S(=O)(=O)Nc2nccs2)cc1[N+](=O)[O-]
    94, 94, 0, 92, -2, 97, -4, 97, 2, 94, -6
- CC(NC(=O)CCCCCCN1C(=O)c2ccccc2C1=O)c1ccc2c(c1)CCCC2 (stereo not given)
    99, 100, 0, 98, -4, 99, 0, 97, -1, 97, 0
- CSc1ccc(NC(=O)Nc2cccn(Cc3ccccc3F)c2=O)cc1
    95, 95, -3, 104, -6, 93, -4, 93, -4, 97, -5
- CCOC(=O)C1CCCN(C(=O)c2c(-c3ccccc3Cl)noc2C)C1 (stereo not given)
    103, 108, 1, 103, -1, 105, -4, 101, -6, 104, -5
- CCCc1nc(N2CCCC2)c(C#N)c2c1CCCC2
    100, 108, -2, 103, -12, 103, -7, 96, -13, 99, -15
- CC(C)OC(=O)Nc1ccc(Oc2c(F)c(F)c(F)c(F)c2F)cc1
    102, 109, -2, 100, -8, 106, -7, 103, -10, 103, -14
- Cn1cc(Br)c(C(=O)NC(=S)Nc2ccc(S(N)(=O)=O)cc2)n1
    97, 98, 2, 99, 0, 95, 1, 96, 5, 97, 2
- COc1cccc(C(=O)NC2=NCCS2)c1
    98, 104, -8, 99, -7, 101, -4, 97, -10, 98, -8
- NC1=NC(=O)C(Cc2cccc(Cl)c2Cl)S1 (stereo not given)
    100, 101, 1, 98, 4, 103, 0, 100, 0, 99, 3
- Cc1ccc(NC(=O)Cc2nnc(SCC(=O)c3ccc(Br)cc3)n2C)cc1
    102, 102, -1, 98, -8, 103, -10, 99, -11, 102, -17
- O=C(CO/N=C/c1ccccc1O)NNC(=O)c1ccccc1Cl
    100, 104, 0, 97, -7, 103, 0, 99, 11, 102, 5
- CCOC(=O)c1ccc(CNC(=O)c2n[nH]c(=O)c3ccccc23)o1
    100, 100, -1, 97, -6, 98, -8, 99, -9, 100, -16

Source: PubChem BioAssay (NMMLSC)
